# Assay outcomes deposited in PubChem by Icahn School of Medicine at Mount Sinai.
# ROC1-CUL1 inh: human ROC1-CUL1 E3 ligase inhibition; P62877+Q13616; in vitro K48 di-Ub FRET, acceptor:donor ratio, 45 min; inhibition, % at 10 µM; 140,000 compounds, 0.6% hits; AID 1347404; in the data active means inhibition above about 25%
# Target sequence (P62877 whole entry, looked up): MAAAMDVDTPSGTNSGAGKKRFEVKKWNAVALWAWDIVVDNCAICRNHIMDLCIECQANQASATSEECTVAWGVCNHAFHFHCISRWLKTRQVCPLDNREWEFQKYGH
# Target sequence (Q13616 whole entry, looked up): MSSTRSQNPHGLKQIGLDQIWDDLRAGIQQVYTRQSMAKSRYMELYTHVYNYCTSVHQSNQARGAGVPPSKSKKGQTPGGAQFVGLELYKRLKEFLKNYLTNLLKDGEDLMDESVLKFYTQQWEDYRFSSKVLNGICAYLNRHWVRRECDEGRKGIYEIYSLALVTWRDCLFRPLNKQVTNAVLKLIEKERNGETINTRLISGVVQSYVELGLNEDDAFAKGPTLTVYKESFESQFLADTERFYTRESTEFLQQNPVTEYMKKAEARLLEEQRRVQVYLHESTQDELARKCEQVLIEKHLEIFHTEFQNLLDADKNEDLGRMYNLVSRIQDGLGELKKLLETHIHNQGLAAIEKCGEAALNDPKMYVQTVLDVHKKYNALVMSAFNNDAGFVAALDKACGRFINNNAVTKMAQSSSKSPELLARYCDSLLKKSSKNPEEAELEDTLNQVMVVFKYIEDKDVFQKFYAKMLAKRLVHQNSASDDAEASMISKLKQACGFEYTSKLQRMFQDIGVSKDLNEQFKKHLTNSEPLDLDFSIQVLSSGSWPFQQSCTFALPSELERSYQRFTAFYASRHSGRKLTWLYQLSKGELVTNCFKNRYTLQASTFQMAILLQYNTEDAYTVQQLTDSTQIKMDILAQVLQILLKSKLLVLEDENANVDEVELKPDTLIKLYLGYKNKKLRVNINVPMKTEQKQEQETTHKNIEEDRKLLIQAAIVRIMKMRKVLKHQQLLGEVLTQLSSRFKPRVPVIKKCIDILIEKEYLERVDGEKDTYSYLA
# An asterisk follows results filed as active. Not all compounds are listed; rates above refer to the full screens.
SMILES	ROC1-CUL1 inh
Nn1cnnc1N/N=C\c1ccc(I)cc1	-11
c1ccc(-c2noc3c2CN(Cc2ccoc2)CC3)cc1	-4
Cc1nc2cc(C(=O)O)c(C(=O)O)cc2s1	2
O=C(CSc1nnc2scc(-c3ccc(Cl)cc3)n12)Nc1ccccc1F	10
CS(=O)(=O)c1ncc(CN2CCCC2c2nccs2)n1Cc1ccccc1F (configuration not stated)	9
COc1ccc(F)c(CC2(CCC(=O)N3CCCC3c3ccc(F)cc3)CCC(=O)N2)c1 (configuration not stated)	3
CCOC(=O)NCCc1cc(OC)c(OC)cc1C(C)=O	5
Cc1ccccc1-c1nnc(/C=C/c2ccccc2)o1	1
CCN(CC)Cc1c(O)ccc2c([N+](=O)[O-])c(C)n(-c3ccc(OC)cc3)c12	0
Cc1noc(C)c1C(=O)Nc1cccc(Cl)c1	9
CCSc1nc2ccccc2c(OCc2cc(C(=O)OC)ccc2OC)c1C(=O)OC	-3
CC(=Nc1ccc(F)cc1)c1ccccc1O	-2
CCSC1=N/C(=C\c2ccccc2)C(=O)N1	-5
COc1ccc(S(=O)(=O)NC(C)(C)C)cc1C(N)=O	6
O=C(N/N=C/c1ccsc1)c1cc2ccccc2o1	-1

SMILES	ROC1-CUL1 inh
COC(=O)CCc1sc(NC(=O)CSC(=S)N2CCOCC2)nc1-c1ccc(OC)cc1	-6
COC(=O)C1=C(C(=O)OC)SC2(S1)C1=C(CCC1)SC(C(=O)OC)=C2C(=O)OC	-9
CCOC(=O)C1CCCN(C2CC(=O)N(c3ccc(-c4nc5ccc(C)cc5s4)cc3)C2=O)C1 (configuration not stated)	1
CCOC(=O)c1cc(S(=O)(=O)N2CCN(c3cccc(C)c3)C(C)C2)[nH]n1 (configuration not stated)	-4
CCN(CC)S(=O)(=O)c1ccc(C(=O)N=c2sc3cccc(OC)c3n2C)cc1	-7
CCCN1CCC(NC(=O)c2c(-c3c(F)cccc3Cl)noc2C)CC1	0
CCN(CC)c1ccc2cc(-c3nnc(Nc4cc(OC)ccc4OC)s3)c(=O)oc2c1	10
Cc1ccc(NC(=O)C2CCN(C(=O)c3ccccc3F)CC2)cc1Cl	6
O=C1c2ccccc2CCC1C(Sc1ccccc1)c1ccc(Cl)cc1 (configuration not stated)	0
COc1ccc(CC(=O)Nc2sc3c(c2C(=O)Nc2ccc(Cl)cc2)CCCCC3)cc1	-4
O=C(/C=C\c1cc(O)ccc1Br)c1ccc(Cl)cc1Cl	5
O=C(CSC1=Nc2ccccc2C2=NC(Cc3ccccc3)C(=O)N12)Nc1ccccc1F (configuration not stated)	5
COc1ccc(N(C)C(=O)c2ccc3nc(-c4ccccc4)c(-c4ccccc4)nc3c2)cc1	0
Cc1ccc(OCC(=O)Nc2ccc(O)cc2C)cc1	8
CC1=NC(=O)NC(c2cn(-c3ccccc3)nc2-c2cccs2)C1C(=O)OCc1ccccc1 (configuration not stated)	-5

SMILES	ROC1-CUL1 inh
N#Cc1cccc(Oc2ccc(C(=O)OCC(=O)c3ccc(F)cc3)cc2)c1C#N	-2
Cc1ccc2c(c1)CN(Cc1ccccn1)CC(c1ccsc1)O2 (configuration not stated)	3
CCn1cc(CC(=NC(=O)c2ccc(OC)cc2)C(=O)NCCCn2ccnc2)c2ccccc21	-6
COC(=O)c1cc(NC(=O)CSc2nnc(Cc3ccccc3)o2)ccc1Cl	11
CC(C)(C)OC(=O)N1CCC(c2c(C(=O)NCCN3CCOCC3)cnn2-c2ccc(F)cc2)CC1	2
O=C(c1ccc(CNS(=O)(=O)c2cccc(Cl)c2)cc1)N1CCN(c2ccccc2)CC1	-2
O=C(NCc1ccccc1)C1CCCN(C2CCN(CC3CCCC3)CC2)C1 (configuration not stated)	-6
Cc1nn(-c2ccccc2)c2c1C(c1c(Cl)nc3sccn13)C(C#N)C(=N)O2 (configuration not stated)	10
CN1CCN(C(=O)CN(c2ccc(F)c(F)c2)S(C)(=O)=O)CC1	-6
CCOc1ccc(CCNC(=O)c2cn(CC)c3ccc(S(=O)(=O)N4CCc5ccccc5C4)cc3c2=O)cc1OCC	-1
COc1ccc(C(=O)CC(Nc2cccc(Br)c2)c2ccc(OC)cc2)cc1 (configuration not stated)	8
O=C(O)CCCCCNc1nnc(Cl)c2ccccc12	1
O=C1CCC(C(=O)NCc2cccnc2N2CCOCC2)=NN1	5
COC(=O)c1cn2cc(Br)ccc2n1	-2
COc1ccc(/C=C2\CCc3c([nH]c4ccc(C)cc34)C2=O)cc1OC	-8

SMILES	ROC1-CUL1 inh
COc1ccc2c(c1)c1c(c(=O)n(-c3ccccc3C)c(=O)n1Cc1c(F)cccc1Cl)n2C	-2
COc1cc(SCc2ccccc2)nnc1SCc1ccccc1	-2
O=C(c1c(Cl)ccc(Cl)c1Cl)N1CCCCCC1	1
COC(=O)CC1Oc2ccc(F)cc2-n2cc(-c3ccc(Cl)cc3)nc21 (configuration not stated)	0
O=C(CC(c1ccccc1)c1ccccc1)NCC1(c2ccccc2)CCOCC1	2
CCN(CC)S(=O)(=O)c1ccc2c(c1)nc(CN(C)C(=O)Nc1ccc(C)c(F)c1)n2C	-2
COC(=O)c1c(-c2ccc(F)cc2)csc1NC(=O)c1ccc(Cl)cc1	-6
O=C(O)CCNc1ccccc1[N+](=O)[O-]	0
Cc1cc(CN2CCCC(CCC(=O)NC3CC3)C2)oc1C (configuration not stated)	9
CN=C1S/C(=C\c2ccc(OCc3cccc(C(=O)O)c3)cc2)C(=O)N1C	-7
COc1ccc2nc(SCC(=O)N3CCc4ccccc4C3)nc(C)c2c1	3
CC1CCc2nc3ncn(Cc4ccccc4F)c(=O)c3cc2C1 (configuration not stated)	-7
Clc1ccccc1-c1nnc2cccc(Cl)n12	-1
Nc1cccc(Nc2ccccc2)c1	2
O=C(CSc1nnnn1-c1ccccc1)Nc1ccc(-n2cnnn2)cc1	-5

# Copied from the list.
# `Cc1ccc2c(c1)CN(Cc1ccccn1)CC(c1ccsc1)O2` (configuration not stated) | ROC1-CUL1 inh = 3
# `COc1ccc2nc(SCC(=O)N3CCc4ccccc4C3)nc(C)c2c1` | ROC1-CUL1 inh = 3

# Next section
SMILES	ROC1-CUL1 inh
COc1ccc(-c2noc(CSCC(=O)Nc3cccc(C(F)(F)F)c3)n2)cc1OC	-2
O=C(O)Cc1sc(Nc2ccccc2Cl)nc1-c1ccccc1	-5
O=C(Nc1nccs1)c1cccnc1	-1
CCOc1ccc(S(=O)(=O)NCC(c2ccc(N(C)C)cc2)N2CCc3ccccc32)cc1 (configuration not stated)	-4
Cc1ccc(C)c(-c2cc(=O)c3ccccc(=O)c3o2)c1	9
COCCN1C(=O)CC(CC(=O)N2CCC(Oc3ccccc3OC)CC2)(c2ccccc2F)C1=O (configuration not stated)	0
O=C(Nc1ccnn1C1CCN(Cc2ccn[nH]2)CC1)c1ccc2c(c1)OCO2	-1
Cc1ccc(-c2cc(-c3ccccc3)nc(-c3ncc[nH]3)c2)cc1	6
O=C(CCn1nc(-c2ccccc2)c2ccccc2c1=O)Nc1ccccc1	4
O=C(Cn1nc2c(cc1=O)CCCC2)NCc1ccc(Cl)cc1	-2
CCc1nn(CC(=O)NCCCN(CC(C)C)CC(C)C)c(=O)c2cc3sc(C)cc3n12	-10
Cn1c(SCc2n[nH]c(=S)n2-c2ccccc2)nnc1-c1ccccc1	12
Cc1ccc(C(C)C)c(OCC(=O)N/N=C/c2cc3c(cc2[N+](=O)[O-])OCO3)c1	-2
Cc1oc(-c2ccccc2NC(=O)C2CCC2)nc1CNC(=O)Cc1cc(F)cc(F)c1	-2
COc1ccccc1N1CCN(C(=O)C2CCN(S(=O)(=O)c3cccs3)CC2)CC1	-3

# An excerpt from above in order of SMILES length, ascending.
SMILES	ROC1-CUL1 inh
O=C(Cn1nc2c(cc1=O)CCCC2)NCc1ccc(Cl)cc1	-2
COc1ccc(-c2noc(CSCC(=O)Nc3cccc(C(F)(F)F)c3)n2)cc1OC	-2
COCCN1C(=O)CC(CC(=O)N2CCC(Oc3ccccc3OC)CC2)(c2ccccc2F)C1=O (configuration not stated)	0

# Next records.
SMILES	ROC1-CUL1 inh
CC1COC2C(O1)N(S(C)(=O)=O)CCN2S(C)(=O)=O (configuration not stated)	-2
CCC(=O)n1nc(C)cc1-c1ccccc1	-12
CCC(O)c1nc2ccccc2n1CCC(C)C (configuration not stated)	3
CCc1ccc(-c2nn(CC(=O)NCc3ccccc3)c3c2cnc2ccc(C)cc23)cc1	2
COc1ccc(N2CC(C(=O)Nc3cc(C)on3)CC2=O)cc1 (configuration not stated)	3
CC(=O)C(=Cc1ccc(-c2ccccc2)o1)C(C)=O	0
O=C(Nc1cc(Cl)ccc1Cl)c1cccc(C(=O)Nc2cc(Cl)ccc2Cl)c1	7
COc1ccc(C2C(C(=O)Nc3ccc(Cl)cc3)C(C)=Nc3nc(CCCO)nn32)c(OC)c1 (configuration not stated)	13
CCCOc1ccc(C2c3c(n[nH]c3C)OC(=N)C2C#N)cc1OC (configuration not stated)	7
O=C(NN1C(=O)/C(=C/c2ccccc2Cl)SC1=S)c1ccccc1O	7
CC(=O)Oc1ccc2nc(-c3ccc4c(c3)C(=O)N(Cc3cccnc3)C4=O)oc(=O)c2c1	0
COC(=O)c1c(NC(=O)CN2CCCCC2)sc(Br)c1-c1ccccc1	-1
CC1Cc2cccc3c2N1C(=O)C(C(=O)c1nn[nH]n1)C3=O (configuration not stated)	4
COc1ccc(OC)c(-c2cc(C(=O)NCCc3ccccc3)c3c(-c4ccc(C)cc4)[nH]nc3n2)c1	5
CCc1ccccc1NC(=O)c1cnn(-c2ccc(F)cc2)c1C1CCNCC1	-8

# Looked up by compound from above:
SMILES	ROC1-CUL1 inh
CCn1cc(CC(=NC(=O)c2ccc(OC)cc2)C(=O)NCCCn2ccnc2)c2ccccc21	-6
Cc1nc2cc(C(=O)O)c(C(=O)O)cc2s1	2

# Continuation:
SMILES	ROC1-CUL1 inh
COCCn1cnc2cc(NC(=O)C3CCCCC3)cc(C(=O)N3CCCCC3c3cccnc3)c21 (configuration not stated)	-10
CC(=O)N1CCN(c2nc3c(c(=O)n(C)c(=O)n3C)n2Cc2cccc(C)c2)CC1	-6
COc1ccc(N(Cc2cccs2)C(=O)c2ccccc2C)cc1	-1
CC(CNC(=O)c1ccc(Nc2nc3ccccc3n3nnnc23)cc1)c1ccccc1 (configuration not stated)	-6
COc1ccc(C2=NN(C(=O)CCC(=O)O)C(c3ccc(OC)cc3)C2)cc1 (configuration not stated)	-5
CC(=O)Nc1cc(-c2nc3cc(Cl)ccc3o2)ccc1C	-1
CCN(Cc1ccncc1)Cc1cccc(OC)c1OCC(O)CN1CCOCC1 (configuration not stated)	-5
O=C(CSc1nccn1Cc1ccco1)Nc1cc(C(F)(F)F)ccc1Cl	-6
COc1cccc2c1Oc1ncccc1N(C(=O)CCC(=O)NC(C)C)C2	2
O=C(CS(=O)(=O)c1cccc2nsnc12)NCc1ccc(Cl)cc1	10
CCOc1cc(C(c2c(C)[nH]n(-c3ccccc3)c2=O)c2c(C)[nH]n(-c3ccccc3)c2=O)ccc1OCc1ccc(Cl)cc1	19
O=C(Cn1nnc2sc3c(c2c1=O)CCCC3)N1CCOCC1	8
N#C/C(=C/c1ccccc1Cl)c1nc(-c2cc3ccccc3oc2=O)cs1	-1
C=C(C)Cn1c(C(C)(C)O)nc2ccccc21	11
Cc1ccc(NC(=O)c2ccccc2F)c(C)c1	0

# Some of these compounds in order of the ROC1-CUL1 inh value, highest first.
SMILES	ROC1-CUL1 inh
C=C(C)Cn1c(C(C)(C)O)nc2ccccc21	11
O=C(CCn1nc(-c2ccccc2)c2ccccc2c1=O)Nc1ccccc1	4
CC(C)(C)OC(=O)N1CCC(c2c(C(=O)NCCN3CCOCC3)cnn2-c2ccc(F)cc2)CC1	2
COc1ccc2c(c1)c1c(c(=O)n(-c3ccccc3C)c(=O)n1Cc1c(F)cccc1Cl)n2C	-2

# The listing continues.
SMILES	ROC1-CUL1 inh
COCCCN1C(=O)C(=O)C(C(=O)c2ccc(C)cc2)C1c1ccccc1 (configuration not stated)	-6
Cc1cc(CNc2cc(C3CCCNC3)ncn2)c(C(F)(F)F)o1 (configuration not stated)	2
COc1ccccc1N1CCN(S(=O)(=O)c2ccc(-c3cc(C(F)(F)F)on3)s2)CC1	2
COc1ccc(NC(=O)CS(=O)(=O)Cc2ccccc2)cc1	-3
CC(C)(C)c1cc(Br)c2c(c1)OC=CO2	1
CN1C(=O)c2cccc3c(S(=O)(=O)NC(Cc4c[nH]c5ccccc45)C(=O)O)ccc1c23 (configuration not stated)	3
Cc1ncsc1CCCNc1cc(C2CCCNC2)ncn1 (configuration not stated)	5
O=C(OCc1ccccc1)c1cc(Br)ccc1Br	1
Cc1c(N=Cc2cc(I)cc(I)c2O)c(=O)n(-c2ccccc2)n1C	-5
CN(C)c1ccc(C2=Nc3cccc4cccc2c34)cc1	-99
Cc1ccc(N2CCCn3c2nc2c3c(=O)n(CCCO)c(=O)n2C)cc1	7
CCOC(=O)c1oc2c(c1C)/C(=N/OC(C)=O)CCC2	15
Cc1ccc(-c2csc(NC(=O)c3ccccc3Cl)n2)c(C)c1	4
CCc1cccc2c(/C=C3\C(=O)NC(=S)N(Cc4ccco4)C3=O)cn(CC(N)=O)c12	74*
COC(=O)c1c(-c2ccc(C)cc2)csc1NC(=O)c1ccco1	-8

SMILES	ROC1-CUL1 inh
COc1ccc(CCN2CC(C(=O)NCCc3ccncc3)CCC2=O)cc1 (configuration not stated)	1
CC(C)(C)OC(=O)N1CCC(N2CCN(Cc3ccccc3)C(=O)C2=O)CC1	-2
COc1ccc(NC(=O)C2(S(=O)(=O)c3ccc(C)cc3)CC2)c(OC)c1	-6
CCn1c(SCC(=O)Nc2ccc3c(c2)OCCO3)nc2sc3c(c2c1=O)CCC3	-2
Cc1nc2sccc2c(=O)n1-c1cccc(Cl)c1	5
CCc1cccc(CC)c1NC(=O)c1cccc(F)c1	1
C=CCN1C(=O)N=C(Cc2cc(Cl)c(O)c(OC)c2)C1=O	-3
